# Bioassay records (PubChem)
# GPT2 inh: Primary qHTS assay for inhibitors of Glutamate pyruvate transaminase 2 (GPT2); Recombinant GPT2, coupled pyruvate oxidase/HRP Amplex Red fluorescence; Potency, µM (doses to about 57.7 µM), inactives show at the top dose activity change, negative = inhibition, hits mostly inhibitors; Alanine aminotransferase 2 (Homo sapiens), Q8TD30; actives 0.25% (n = 100,000); further: potency means the concentration at half of the fitted maximal effect; nearly all actives have a fitted effect of over 60% in size; many of its hits are not listed in these tables
#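 Fluorescence of coupled pyruvate oxidase/HRP/Amplex Red system (50uM Amplex, 30 min, dark) reports pyruvate formed by GPT2. Enzyme reaction: 10ng/uL GPT2, 2mM L-alanine, 250uM a-KG, 30 min room temperature, pH 7.5; 50uM AOA control.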
# IP6K1 inhibitor: Primary qHTS assay for small molecule inhibitors of Inositol hexaphosphate kinase 1 (IP6K1); activity change, % (series mostly up to about 58 µM); AID 1645851, 2021; actives 0.81% (n = 140,000); IP6K1 kinase, ADP-Glo luminescence, 2 h; stronger effect = lower value; in the data active means activity change below about -25%
# Target sequence (Q92551 whole entry, looked up): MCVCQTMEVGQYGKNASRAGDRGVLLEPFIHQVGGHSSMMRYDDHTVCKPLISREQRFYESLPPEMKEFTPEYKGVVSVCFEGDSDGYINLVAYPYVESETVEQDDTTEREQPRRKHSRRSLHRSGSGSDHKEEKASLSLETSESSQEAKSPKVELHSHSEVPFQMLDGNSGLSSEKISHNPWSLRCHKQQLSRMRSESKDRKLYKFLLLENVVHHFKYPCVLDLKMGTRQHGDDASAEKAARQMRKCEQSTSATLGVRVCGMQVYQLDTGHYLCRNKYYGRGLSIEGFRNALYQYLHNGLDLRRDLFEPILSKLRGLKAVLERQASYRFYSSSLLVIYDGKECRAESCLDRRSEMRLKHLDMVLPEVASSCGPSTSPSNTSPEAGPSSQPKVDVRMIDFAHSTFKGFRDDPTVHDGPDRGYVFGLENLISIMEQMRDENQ
#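 ADP-Glo luminescence measures ADP made by human IP6K1 during a 2 h RT reaction with ATP/IP6 (mix at 1.3 mM/130 uM); top library doses 57.5 and 19.1 uM final.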
# Luciferase inh: Firefly luciferase inhibition profiling of diverse chemical library using quantitative high-throughput screening | purified P. pyralis luciferase, luminescence, biochemical | Potency, µM (series often up to 115 µM), for the others: at the top dose activity change, negative = inhibition, hits mostly inhibitors | actives 2.5% (n = 76,000); further: potency means the concentration at half of the fitted maximal effect; nearly all actives have a fitted effect of over 65% in size
# Target sequence (P08659 whole entry, looked up): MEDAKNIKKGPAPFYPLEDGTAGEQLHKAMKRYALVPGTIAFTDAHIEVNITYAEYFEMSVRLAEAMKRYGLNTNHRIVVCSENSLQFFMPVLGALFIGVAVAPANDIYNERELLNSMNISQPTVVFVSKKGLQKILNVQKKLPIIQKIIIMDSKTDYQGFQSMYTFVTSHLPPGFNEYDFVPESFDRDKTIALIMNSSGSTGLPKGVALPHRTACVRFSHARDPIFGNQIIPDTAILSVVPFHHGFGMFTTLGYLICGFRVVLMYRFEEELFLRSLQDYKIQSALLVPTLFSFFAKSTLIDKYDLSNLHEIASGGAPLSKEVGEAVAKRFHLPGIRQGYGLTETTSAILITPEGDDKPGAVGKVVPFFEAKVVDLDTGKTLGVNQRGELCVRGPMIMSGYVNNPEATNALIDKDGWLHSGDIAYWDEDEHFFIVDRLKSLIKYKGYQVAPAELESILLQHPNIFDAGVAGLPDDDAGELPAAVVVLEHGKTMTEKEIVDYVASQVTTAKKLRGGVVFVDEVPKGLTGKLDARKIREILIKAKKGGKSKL
#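 Luminescence read by CCD imager after adding enzyme (10nM final) to wells holding compound, titrated in qHTS. Substrates 10uM each D-luciferin and ATP; buffer 50mM Tris acetate pH 7.5, 10mM Mg acetate, Tween-20, BSA.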
# NIH3T3 tox: Cytotoxic Profiling in NIH 3T3 Cell Line of Diverse Libraries Using Quantitative High-Throughput Screening | NIH 3T3 viability, CellTiter-Glo ATP luminescence, 48-72 h | Potency, µM (top dose mostly 96.7 µM), for inactives: at the highest dose activity change, negative = cytotoxicity, actives largely listed as inhibitors | actives 4.3% (n = 94,000); further: potency means the concentration at half of the fitted maximal effect; nearly all actives have a fitted effect of over 55% in size
#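 Cytotoxicity is measured as loss of cellular ATP: NIH 3T3 cells (400/well) are exposed to compound for 48 or 72 hr at 37 °C, then CellTiter-Glo luminescence is imaged after 10 min at room temperature.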
# HEK293 viab: GF-AFC viability counterscreen for inhibitors of alpha-synuclein gene (SNCA) expression; AID 1671193, 2021; HEK-293-SNCA-luc viability, GF-AFC fluorescence, 24 h; Potency, µM (titrated, usually from 57.1 µM), for the others: top-dose activity change, negative = cytotoxicity, most hits filed as cytotoxic; actives 0.12% (n = 150,000);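 further: potency means the concentration at half of the fitted maximal effect; 0% = DMSO-treated cells and -100% = medium-only wells without cells; nearly all actives have a fitted effect of over 30% in size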
#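 Cytotoxicity counterscreen: after 24 h compound treatment of genome-edited SNCA-luciferase HEK-293 cells, live-cell protease substrate GF-AFC read by fluorescence after 30 min; activity scaled between DMSO (0%) and medium-only (-100%), curves Hill-fitted.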
# SNCA expr inhib: Primary qHTS assay for inhibitors of alpha-synuclein gene (SNCA) expression; HEK-293 SNCA-luciferase knock-in, luminescence, 24 h; Potency, µM (doses to about 57.2 µM), for inactives: at the top dose activity change, negative = inhibition, actives largely listed as inhibitors; actives 0.17% (n = 140,000); AID 1671194, 2021;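 further: potency means the concentration at half of the fitted maximal effect; plate controls were DMSO cells for no effect and cell-free wells for full effect; nearly all actives have a fitted effect of over 45% in size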
# HEK293 tox: Cytotoxic Profiling in HEK 293 Cell Line of Diverse Libraries Using Quantitative High-Throughput Screening; HEK 293 viability, ATP luminescence (CellTiter-Glo), 48-72 h; Potency, µM (series often up to 115 µM), for inactives: at the highest dose activity change, negative = cytotoxicity, hits mostly inhibitors; actives 6.6% (n = 94,000); AID 1345083, 2018; further: potency means the concentration at half of the fitted maximal effect; nearly all actives have a fitted effect of over 60% in size
#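 CellTiter-Glo luminescence (cellular ATP) was read after 48 or 72 hr of compound exposure at 37 degree Celsius. Cells were HEK 293 plated at 250 cells/well.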
# Numbers without * were called inactive; i = inactive; ? = inconclusive; . = no result given; & = joins results of further samples; [ ] = another dose, or the depositor's remark. Unless noted, the call rests on the fitted dose curve; in most records, active means well fitted curve in the direction sought with a large enough effect; inconclusive means small, poorly fitted or top-dose-only effect, or another doubt; inactive means no such curve, though single readings can be large; an effect the other way counts as inactive or inconclusive. Unless noted, on the % scale 0 is the no-effect control and ±100 the full control effect. These rows are one share of the data. The share of hits here may be higher or lower than overall.
# Value order – GPT2 inh	IP6K1 inhibitor	Luciferase inh	NIH3T3 tox	HEK293 viab	SNCA expr inhib	HEK293 tox
1. COC(=O)[C@@H]1Cc2ncn(Cc3ccc(Cl)cc3)c2CN1Cc1ccc(CO)o1
 : i	9	18%[172 µM]	?	-1%[87.6 µM]	13%[87.6 µM]	?
2. NC1Nc2ccccc2C1(N)CC1NC(=O)C(Cc2ccccc2)NC(=O)C(Cc2ccccc2)NC1=O (stereo unspecified)
 : i	8	.	.	6%[23.9 µM]	.	.
3. CCOC(=O)C1CCN(S(=O)(=O)c2ccc3c(c2)N(C)C(=O)CC(=O)N3C)CC1
 : .	1	.	.	2%	-14%	.
4. CCn1c(=O)c2cc(C(=O)N3CCN(c4cccc(Cl)c4)CC3)sc2c2ccccc21
 : .	41	.	.	?	-15%	.
5. COC(=O)c1ccc(NC(=O)CC2C(=O)N(c3ccccc3)C(=O)N2Cc2cccs2)cc1 (stereo unspecified)
 : .	7	.	.	9%	0%	.
6. O=C1CCN(C(=O)c2ccccc2)CCCC(C(=O)NCCCn2cccn2)CCN1 (stereo unspecified)
 : i	1	3%	i	-1%	3%	i
7. CCNC(=O)c1cccnc1OC1CCN(C(=O)CCCc2ccccc2)C1 (stereo unspecified)
 : -6%	5	?	-11%	-9%	17%	-19%
8. CC(C)CCC(=O)CC1c2ccccc2C(=O)N1c1ccc2ccc(Cl)nc2n1 (stereo unspecified)
 : i	9	.	.	-7%	.	.
9. O=C(NCC1CCN(Cc2ccccn2)C1)Nc1ccc(F)cc1 (stereo unspecified)
 : i	12	-3%	-6%	-4%	26%	i
10. O=C(C[C@@H]1CCNC[C@@H]1Cc1cc(CC2CCCCC2)on1)NCc1ccco1
 : i	-8	9%[172 µM]	100µM*	-5%[87.6 µM]	1%[87.6 µM]	45µM*
11. O=C(CCCn1cnnn1)NC1CCCc2c1cnn2-c1ccccn1 (stereo unspecified)
 : 3%	-4	10%	-2%	2%	-9%	-5%
12. CC1(c2ccccc2)N(Cc2ccccc2)C(=O)OC12CCN(Cc1c[nH]c3ccccc13)CC2 (stereo unspecified)
 : 4%	-20	-2%	22µM*	?	?	28µM*
13. O=C1CN([S+](=O)([O-])c2ccc(F)cc2)CC(O)CN1C1Cc2ccccc2C1 (stereo unspecified)
 : .	-3	.	?	.	.	?
14. O=C(C1CCOCC1)N1CCC2(CC1)CC(N(Cc1ccc(F)cc1)C1CC1)CCO2 (stereo unspecified)
 : 4%	0	0%	-13%	-3%	-15%	?
15. CCOC(=O)c1nn(Cc2ccc(OC)cc2)c2c1CN(C(=O)c1ccc3nc[nH]c3c1)CC2
 : 2%	1	3%	-7%	3%	-3%	-3%
16. COc1ccc(C(=O)NCC(c2ccco2)S(=O)(=O)c2ccccc2)cc1 (stereo unspecified)
 : .	-7	.	.	-28%	22%	.
17. CCc1nc(-c2ccc(OC3CCN(C(=O)Cc4cccc(OC)c4)C3)cc2)no1 (stereo unspecified)
 : i	12	-7%	-29%	6%	2%	?
18. COc1ccc(-c2nc(C)nc3c2CN(C(=O)Nc2ccccc2)CC3)cc1
 : i	-5	.	-23%	7%	12%	1%
19. O=C1NCCCCCN(C(=O)NCCc2ccccc2)[C@H]2CCC[C@@H]12
 : i	-4	-3%	-19%	5%	-15%	i
20. COc1cccc(CC(=O)N2CC[C@@H](NC(=O)c3ccncc3)[C@H](O)C2)c1
 : 0%	22	6%	-20%	1%	-2%	i
21. Cc1ccc(C(=O)N2CCN(c3ccc4nnc(C)n4n3)CC2)cc1
 : .	4	.	?	.	.	-16%[172 µM]
22. O=C1[C@H]2CN(Cc3ccc(F)c(F)c3)C[C@H]2C(=O)N1Cc1ccc2c(c1)OCO2
 : -6%	-7	19%	-26%	7%	-20%	-29%
23. COc1cccc(CNC(=O)c2cccc(-n3c(C)nc4cccnc43)c2)c1OC
 : .	33	.	.	-12%	5%	.
24. COc1cccc(C(=O)NCCC2CCN(C(=O)Nc3ccccc3F)CC2)c1
 : i	2	-26%	-25%	1%	2%	-14%
25. Cc1ccc(NC(=O)CCn2ccn3nc4c(c3c2=O)CCCC4)c(F)c1
 : -4%	-2	2%	-13%	-6%	-38%	-17%
26. CN(C)C(=O)c1ccc(-c2cc3c(cn2)CN(CCc2ccccc2)CCN3)cc1
 : i	-1	-1%[172 µM]	?	-22%[87.6 µM]	5%[87.6 µM]	?
27. CCc1ccc(CN2CCC3(CC2)Cc2ccccc2CNC3=O)s1
 : 2%	4	.	?	-2%	-1%	?
28. CCc1noc(-c2cccn3c(CNC(=O)c4c(F)cccc4Cl)nnc23)n1
 : i	35	1%	-1%	-5%	-15%	-5%
29. CCN1c2cc(C(=O)NCc3ccc(C)c(C)c3)ccc2C(=O)N2CCCCC21 (stereo unspecified)
 : 4%	-23	-5%	?	20%[12.5 µM]	7%	?
30. CCN1C(=O)C2(CCN(C(C)=O)CC2)c2ccccc21
 : i	-3	11%	-18%	7%	-8%	3%
31. CCOc1ccc(CNC(=O)C2CCN(S(=O)(=O)c3cn(C)cn3)CC2)cc1
 : .	-26*	.	.	7%	-15%	.
32. CC(C)C(=O)N1CCC2(CC1)CCC(O)(CN(C)C)CC2
 : i	4	3%	-4%	7%	4%	-7%
33. Cc1ccccc1[C@H]1C[C@@H](O)[C@@H](O)[C@@H]1NC(=O)c1c(-c2ccccc2)noc1C
 : 2%[88.5 µM]	2	-14%[172 µM]	-15%[138 µM]	12%[87.6 µM]	8%[87.6 µM]	-18%[172 µM]
34. O=C1CCC2(C(=O)NCc3ccc(F)cc3)CCCC=C2N1C1CCCC1 (stereo unspecified)
 : 4%	21	.	?	-5%	71%[activator]	?
35. COc1cccc([S+](=O)([O-])N2CCC3(CC2)C(=O)NCN3Cc2ccc(Cl)cc2)c1
 : 4%	3&-7	6%&3%	-16%&-3%	-6%&4%	-7%&10%	0%&2%
36. COc1cc(C2CC(=O)N(Cc3cccc(F)c3)c3ccccc3S2)cc(OC)c1OC (stereo unspecified)
 : .	-7	.	.	?	?	.
37. O=C1NC[C@@H](CCC(=O)N2CCCCC2)N2C[C@@H](NC(=S)Nc3ccc(Cl)cc3)C[C@@H]12
 : i	2	3%	-19%	-9%	2%	-6%
38. Cc1ccc(CNC(=O)CCCn2c(=O)c3ccccc3n(Cc3ccc(Cl)cc3)c2=O)cc1
 : .	24	.	.	5%	16%	.
39. CCc1ccc(-n2c(=O)c3cccnc3n2CC(=O)NCc2ccc(F)cc2)cc1
 : .	-6	.	.	1%	36%[activator]	.
40. O=C(C1Cc2ccccc2O1)N1CCc2onc(-c3ccc(F)c(F)c3)c2C1 (stereo unspecified)
 : 2%	30	-28%	-9%	0%	-14%	2%
41. CC(C)c1ccc(OCC(=O)Nc2c(Cl)ccc3nsnc23)cc1
 : .	20	.	.	10%	10%	.
42. O=C(c1ccc(C(F)(F)F)cc1)N1CCC(C(=O)N2CCC(N3Cc4ccccc4C3=O)CC2)CC1
 : 3%	24&4	.	-11%&-26%	5%&9%	-22%&-2%	-3%&-11%
43. CCCCc1nn(CC(=O)NC[C@H]2CCc3ccccc3O2)c(=O)n1CC
 : -17%	12	-5%	i	1%	-5%	i
44. CO[C@H]1COCCN(C(=O)c2cc(C)nn2C)C1
 : -22%[88.5 µM]	-13	-4%[230 µM]	1%[230 µM]	-1%[87.6 µM]	-16%[87.6 µM]	-3%[230 µM]
45. O=c1[nH]c(C2CCN([S+](=O)([O-])c3cccc(C(F)(F)F)c3)CC2)nn1-c1ccccc1
 : i	-3	4%	-26%	-4%	6%	?
46. Cc1ccccc1OCc1ccc(-c2nc(C#N)c(N3CCCCC3)o2)o1
 : .	0	.	.	4%	19%	.
47. Cc1nn(-c2ccccc2)c2c1C(C(C)C)N(C1CN(C(=O)c3cccc(Cl)c3)C1)C2=O (stereo unspecified)
 : .	3	.	-29%	.	.	?
48. COCC1CN(C(=O)c2ccc3cc[nH]c3c2)CC12CCOCC2 (stereo unspecified)
 : 5%	-3	1%	-5%	4%	9%	-2%
49. O=C(Nc1ccc(Cl)cc1)N1CCC(Oc2ncccc2C(=O)N2CCOCC2)C1 (stereo unspecified)
 : i	18	0%	i	6%	4%	-3%
50. O=C(Cc1cccc(Cl)c1)N1CCn2c(nnc2-c2ccccc2)C1
 : 1%	15	2.8µM*	?	5%	127%[activator]	-21%
51. COc1ccc(C(=O)N2CC(CO)C3(CCNCC3)C2)cc1 (stereo unspecified)
 : 0%	-7	.	4%	11%	11%	i
52. COc1ccc(NCc2cc3ccc(OC)cc3n(CC(=O)Nc3cccc(OC)c3)c2=O)cc1
 : .	-18	.	.	0%	4%	.
53. COc1ccc(C(=O)Nc2ccccc2-c2nc3ccccc3s2)c(OC)c1
 : .	14	.	.	-16%	-7%	.
54. Cc1cc(F)ccc1NC(=O)CCn1nc(C)c(S(=O)(=O)N2CCCCC2)c1C
 : .	5	.	.	-2%	8%	.
55. CC(C)CCNC(=O)c1ccc(N2CC3CC(C2)[C@H]2CCCC(=O)N2C3)nc1 (stereo partly specified)
 : -15%	10	-12%	-15%	-24%	-47%	3%
56. COCC(=O)NC1CCCN(c2ccc3nnc(C)n3n2)C1 (stereo unspecified)
 : .	-3	.	-1%[138 µM]	.	.	i
57. CCOc1ccc(CNC(=O)c2cnc3sc(N4CCOCC4)nn3c2=O)cc1
 : .	17	.	.	2%	6%	.
58. COC1CC/C=C(\C)C(=O)Nc2cc(O)cc(c2)CC(C)CC(OC)C(O)C(C)/C=C(\C)C1OC(N)=O (stereo unspecified)
 : i	1	.	.	-16%[23.9 µM]	.	.

# Structures from the list above with an NH in an aromatic ring:
# Value order – GPT2 inh	IP6K1 inhibitor	Luciferase inh	NIH3T3 tox	HEK293 viab	SNCA expr inhib	HEK293 tox
12. CC1(c2ccccc2)N(Cc2ccccc2)C(=O)OC12CCN(Cc1c[nH]c3ccccc13)CC2 (stereo unspecified)
 : 4%	-20	-2%	22µM*	?	?	28µM*
15. CCOC(=O)c1nn(Cc2ccc(OC)cc2)c2c1CN(C(=O)c1ccc3nc[nH]c3c1)CC2
 : 2%	1	3%	-7%	3%	-3%	-3%
45. O=c1[nH]c(C2CCN([S+](=O)([O-])c3cccc(C(F)(F)F)c3)CC2)nn1-c1ccccc1
 : i	-3	4%	-26%	-4%	6%	?
48. COCC1CN(C(=O)c2ccc3cc[nH]c3c2)CC12CCOCC2 (stereo unspecified)
 : 5%	-3	1%	-5%	4%	9%	-2%
